Screens deposited in PubChem BioAssay by several laboratories.
PrPC surface inh – inhibitors of human cell surface prion protein PrPC; P04156; TR-FRET read-out; inhibition, % at 13.8 µM; 0.43% of 370,000 active; AID 720596; in the data active = inhibition above about 24%; also: 0% = median of the test wells and 100% = reference compound wells
VHR inh abs – blocks human VHR1 dual specificity phosphatase; P51452; recombinant VHR phosphatase, pNPP absorbance; inhibition, % at 13.3 µM; 0.52% of 290,000 active; AID 1654; in the data active = inhibition above about 50%; also: some compounds called inactive have numbers as strong as hits
CCHFV vOTU inh – blocks the CCHF virus ovarian tumor domain protease. CCHFV vOTU protease, Pep-AMC fluorescence. inhibition, % at 11.5 µM. 0.55% of 370,000 active; in the data active = inhibition above about 30%; also: 0% = vehicle wells with enzyme and 100% = no enzyme wells
3CLpro inhibitor – SARS-CoV 3CLpro protease inhibition; 0.14% of 290,000 active; recombinant SARS-CoV 3CLpro, quenched FRET peptide cleavage; P0C6X7; AID 1706; inhibition, % at 6 µM; in the data active = inhibition above about 12%
Anthrax LF inh2 – anthrax lethal factor protease inhibition. multiplex microsphere protease cleavage assay, LF. inhibition, % at 10 µM. 0.12% of 360,000 active. AID 588501; also: plate controls were buffer without enzyme for full effect and enzyme alone for no effect
Target sequence (P15917 whole entry, looked up): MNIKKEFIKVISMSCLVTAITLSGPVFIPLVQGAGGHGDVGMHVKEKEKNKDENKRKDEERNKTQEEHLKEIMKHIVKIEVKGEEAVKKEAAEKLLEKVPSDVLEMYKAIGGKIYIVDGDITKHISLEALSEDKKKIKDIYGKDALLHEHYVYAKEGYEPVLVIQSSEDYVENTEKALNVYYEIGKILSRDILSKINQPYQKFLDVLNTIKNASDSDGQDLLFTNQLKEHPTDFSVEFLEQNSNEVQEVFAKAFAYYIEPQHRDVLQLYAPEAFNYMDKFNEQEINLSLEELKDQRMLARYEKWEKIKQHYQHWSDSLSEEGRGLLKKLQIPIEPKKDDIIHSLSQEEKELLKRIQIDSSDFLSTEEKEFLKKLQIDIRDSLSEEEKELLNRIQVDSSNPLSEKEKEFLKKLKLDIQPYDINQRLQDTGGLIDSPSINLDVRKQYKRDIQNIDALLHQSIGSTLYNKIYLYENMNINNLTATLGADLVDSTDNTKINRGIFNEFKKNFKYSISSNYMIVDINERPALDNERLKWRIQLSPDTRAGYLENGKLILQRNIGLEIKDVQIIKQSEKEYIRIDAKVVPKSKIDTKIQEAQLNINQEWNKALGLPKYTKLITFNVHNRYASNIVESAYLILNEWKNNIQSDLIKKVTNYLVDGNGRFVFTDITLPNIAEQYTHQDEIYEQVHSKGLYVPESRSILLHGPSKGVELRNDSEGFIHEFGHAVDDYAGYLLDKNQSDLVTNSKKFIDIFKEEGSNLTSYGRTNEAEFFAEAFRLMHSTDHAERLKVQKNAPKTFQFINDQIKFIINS
BoNT F protease – inhibitors of Botulinum neurotoxin F light chain protease; Multiplex microsphere protease cleavage assay, flow cytometry; inhibition, % at 10 µM; 0.22% of 360,000 active; AID 588497; in the data active = inhibition above about 35%, passing the limit was not always enough; inconclusive = no clear call, values can overlap the other calls; also: plate controls were buffer without enzyme for full effect and enzyme alone for no effect
Rv3671c inh – Rv3671c (M. tuberculosis) protease inhibition; inhibition, % at 5.96 µM; P9WHR9; AID 2606; 0.048% of 320,000 active; in the data active = inhibition above about 38%;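 also: extracellular domain of Rv3671c used as enzyme; 0% = enzyme with DMSO and 100% = no enzyme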
SSB-PriA inh – blocks PriA binding to SSB C-terminal tail; inhibition, % at 33 µM; 0.6% of 430,000 active; AlphaScreen SSBct-PriA binding, biotinylated peptide; in the data active = inhibition mostly above about 37%, no sharp cut-off; inactive = mostly below about 20%;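 also: plate controls were negative control peptide for no effect and reference peptide for full effect; strong numbers were not always called active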
BoNT-A LC inh2 – blocks Botulinum neurotoxin A light chain protease; multiplex microsphere protease substrate cleavage, flow cytometry; inhibition, % at 10 µM; 0.17% of 360,000 active; AID 588499; also: plate controls were buffer without enzyme for full effect and enzyme alone for no effect
MazEF act – activators of E. coli MazEF toxin-antitoxin RNase; P0AE70; FAM/BHQ RNA-DNA oligo cleavage fluorescence, 5 h; activation, % at 20 µM; 0.32% of 350,000 active; AID 504720; in the data active = activation above about 50%
Target sequence (P0AE70 whole entry, looked up): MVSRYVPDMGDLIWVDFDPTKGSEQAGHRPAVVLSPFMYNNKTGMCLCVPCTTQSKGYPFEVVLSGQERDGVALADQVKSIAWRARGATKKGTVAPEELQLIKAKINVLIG
Numbers without * were called inactive; ? = inconclusive; / = no result given; & = joins results of further samples. Rule as the data show it, unless noted: active = inhibition above about 30%; inconclusive = no clear call, values can overlap the other calls; inactive = below that. The list is partial; the hit share may differ from the screen's.

# | canonical_smiles | PrPC surface inh | VHR inh abs | CCHFV vOTU inh | 3CLpro inhibitor | Anthrax LF inh2 | BoNT F protease | Rv3671c inh | SSB-PriA inh | BoNT-A LC inh2 | MazEF act
1 | Cc1cc(NC(=O)/C(C#N)=C/c2ccco2)n(-c2ccccc2)n1 | 4 | -8 | 12 | 1 | -1 | -3 | -10 | -13 | 0.2 | 25
2 | COc1ccc([C@H]2CC(=O)C=C(c3ccccc3)C2)cc1 | / | / | / | / | -11 | -7 | 1 | -31 | -0.3 | 5
3 | O=C(O)/C=C\c1cn(-c2ccccc2)nc1-c1cc2ccccc2o1 | -4 | -3 | -23 | 10 | 8 | 4 | -11 | 0 | 0.5 | -13
4 | CC(=O)c1cccc(NC(=O)C2CC(=O)N(c3ccc4c(c3)OCCO4)C2)c1 (centres undefined) | 7 | / | 1 | / | -14 | -8 | -2 | -4 | -1.4 | 14
5 | N#Cc1cccc(OCCCN2CCC(C(O)(c3ccccc3)c3ccccc3)CC2)c1 | -13&-26 | / | 14 | / | -7 | -13 | / | / | -1.5 | /
6 | CC(C)n1nnnc1C1c2ccccc2C(=O)N1Cc1ccccc1 (centres undefined) | -1 | / | 9 | / | -9 | -3 | / | / | 0.4 | /
7 | C[C@H](c1ccccc1)N1C[C@H](COCc2ccccc2)Oc2cc(N3CC[C@H](N(C)C)C3)ccc2S1(=O)=O | -8 | / | 4 | / | -3 | -6 | / | / | 0.3 | /
8 | CC(O)(c1cccc(F)c1)c1nc(-c2ccoc2)cs1 (centres undefined) | 1 | / | -8 | / | -3 | 0 | / | / | 0.4 | /
9 | O=C(CSc1cn[nH]n1)Nc1cccc(C(F)(F)F)c1 | 7 | 34 | -7 | 0 | 0 | -2 | 0 | -14 | 1.0 | 9
10 | C=C(C)CSc1nnc(-c2ccc(OC)cc2)n1N | -9 | 13 | 14 | 0 | 1 | 1 | -5 | -2 | 1.3 | 2
11 | COc1cccc(CN(C)Cc2c(O)ccc3ccccc23)c1 | -4 | -8 | 15 | -6 | 15 | -24 | -10 | 5 | -1.7 | -9
12 | Cc1csc2c(=O)sc(NC(=O)c3ccc(F)cc3)nc12 | 0 | -24 | -8 | 2 | -10 | -4 | -8 | -4 | -0.4 | 1
13 | CC(=O)NCCNC(=O)C1Cc2c(-c3cccc(NC(C)=O)c3)ccnc2O1 (centres undefined) | 9 | / | -5 | / | 4 | 1 | / | / | 0.5 | /
14 | Cc1cc(C)nc(Sc2ncnc3c2oc2ccccc23)n1 | 15 | 21 | 1 | -3 | 0 | 3 | -2 | -5 | 2.4 | 1
15 | CCCCOc1ccc(CN(CCO)CCO)cc1[N+](=O)[O-] | -14 | -4 | 7 | 0 | -2 | 2 | -8 | -14 | 0.2 | -1
16 | O=C(O)CCS(=O)(=O)Cc1ccccc1Cl | 7 | 2 | -6 | 1 | -1 | -11 | -3 | 0 | -0.4 | -2
17 | CC(CNC(=O)COc1ccccc1)OC(=O)Nc1cccc(Cl)c1 (centres undefined) | 9 | -2 | -3 | 1 | 1 | -3 | -8 | -2 | 0.3 | 0
18 | CCOc1cc(/C=C2/NC(=O)N(CC(=O)OC)C2=O)ccc1OC | -22 | -6 | -3 | 3 | 1 | 0 | 5 | -9 | 0.4 | -8
19 | Cc1cc(OCC(=O)N2CCOCC2)cc2oc(=O)c3ccccc3c12 | -3 | 0 | -20 | -8 | 2 | 0 | -3 | -6 | -0.1 | 14
20 | S=C1NCCc2ccccc2C1c1ccccc1 (centres undefined) | 1 | -9 | 4 | 1 | -2 | ? | -5 | 18 | -0.3 | 1
21 | C=C[C@H]1CN2CC[C@H]1C[C@@H]2[C@@H](O)c1ccnc2ccccc12 | -2 | / | -9 | / | 8 | 3 | 0 | 1 | 0.3 | 9
22 | O=C(O)CSc1nnc(Cc2cccc3ccccc23)n1-c1cc(C(F)(F)F)cc(C(F)(F)F)c1 | 1 | 17 | 7 | 6 | -15 | ? | -2 | -15 | -2.4 | 8
23 | CC(C)c1nnc(-c2ccc(Cl)cc2)c(N(C)C)n1 | -1 | 13 | -6 | 7 | -7 | -7 | 0 | -1 | -0.6 | 7
24 | O=C(CSc1ncn[nH]1)c1cc2ccccc2o1 | -1 | 20 | -13 | 1 | 7 | -4 | -11 | -2 | 0.3 | 2
25 | COc1ccc(CNC(=O)Cn2c(=O)n(CC(=O)N3CCCCC3)c(=O)c3sccc32)cc1 | 4 | 25 | 12 | -4 | -3 | -3 | -1 | -13 | -0.7 | -8

Overlap with the part before: 6 compounds, then new ones.
# | canonical_smiles | PrPC surface inh | VHR inh abs | CCHFV vOTU inh | 3CLpro inhibitor | Anthrax LF inh2 | BoNT F protease | Rv3671c inh | SSB-PriA inh | BoNT-A LC inh2 | MazEF act
20 | S=C1NCCc2ccccc2C1c1ccccc1 (centres undefined) | 1 | -9 | 4 | 1 | -2 | ? | -5 | 18 | -0.3 | 1
21 | C=C[C@H]1CN2CC[C@H]1C[C@@H]2[C@@H](O)c1ccnc2ccccc12 | -2 | / | -9 | / | 8 | 3 | 0 | 1 | 0.3 | 9
22 | O=C(O)CSc1nnc(Cc2cccc3ccccc23)n1-c1cc(C(F)(F)F)cc(C(F)(F)F)c1 | 1 | 17 | 7 | 6 | -15 | ? | -2 | -15 | -2.4 | 8
23 | CC(C)c1nnc(-c2ccc(Cl)cc2)c(N(C)C)n1 | -1 | 13 | -6 | 7 | -7 | -7 | 0 | -1 | -0.6 | 7
24 | O=C(CSc1ncn[nH]1)c1cc2ccccc2o1 | -1 | 20 | -13 | 1 | 7 | -4 | -11 | -2 | 0.3 | 2
25 | COc1ccc(CNC(=O)Cn2c(=O)n(CC(=O)N3CCCCC3)c(=O)c3sccc32)cc1 | 4 | 25 | 12 | -4 | -3 | -3 | -1 | -13 | -0.7 | -8
26 | O=C1C(=O)c2ccccc2C(O)=C1CC=C(Cl)Cl | -25 | / | 27 | / | -4 | 4 | / | 8 | -0.1 | 17
27 | O=c1c2ccccc2nc2oc3ccccc3n12 | -3 | 2 | -12 | -2 | 9 | 11 | -2 | -6 | 1.5 | -8
28 | O=C(Nc1ccc(F)c(Cl)c1)c1cc(C2CCCCN2C(=O)c2ccc(Cl)cc2)on1 (centres undefined) | -4 | / | 3 | / | 1 | 0 | / | / | 0.3 | /
29 | Cc1cccc(NC(=O)CNC(=O)c2cccc(-n3cccc3)c2)c1C | 9 | / | -2 | / | 4 | 3 | 4 | 9 | -4.8 | 3
30 | CC1=C(C(=O)OCC(C)C)C(c2ccc(F)cc2)NC(=O)N1 (centres undefined) | 12 | 4 | -3 | 0 | -5 | 2 | 4 | -10 | 0.4 | 2
31 | CC1(C)CC(=O)C=C(NCC(O)c2ccccc2)C1 (centres undefined) | -4 | -23 | -3 | 3 | -2 | -9 | -5 | -2 | -2.3 | -23
32 | CCOc1ccc(N=Nc2c(C)noc2C)cc1 | 0 | 18 | 3 | 1 | -3 | -2 | 6 | -4 | 0.2 | -18
33 | COc1ccc(/C=N/n2cnnc2SCc2ccccc2)cc1 | 2 | 25 | 7 | 2 | -2 | 9 | -5 | / | 0.0 | 3
34 | COC(=O)c1cccc(S(=O)(=O)N2CCC(c3nc4ccccc4o3)CC2)c1 | -3 | 26 | -3 | 1 | -6 | 1 | -8 | -2 | 0.4 | -1
35 | CCN(CC)S(=O)(=O)c1ccc(N2CCOCC2)c(NC(=O)c2ccc(F)cc2)c1 | -6 | 18 | 2 | 0 | -3 | -5 | -2 | -13 | -2.2 | 9
36 | COc1ccc(C)cc1NC(=S)N1CCOCC1 | 1 | 26 | 8 | -2 | 9 | 5 | -2 | -17 | 0.5 | 5
37 | Cc1ccc(Cn2ccc(NC(=O)c3cc(-c4ccc5c(c4)OCO5)on3)n2)cc1 | / | 26 | / | 6 | 3 | 2 | / | -2 | -0.2 | 1
38 | CCOC(=O)C1(C)CCCN(C(=O)c2cccnc2SC)C1 (centres undefined) | -4 | / | 4 | / | -2 | 0 | / | / | -0.4 | /
39 | N#C/C(=C/c1ccc(Sc2nc3ccccc3[nH]2)o1)c1cccc(Br)c1 | 16 | 20 | -6 | 0 | -1 | -3 | -58 | 2 | 0.3 | -3
40 | Cc1c(NS(=O)(=O)N2CCCC2)c(=O)n(-c2ccccc2)n1C | 1 | 37 | 1 | 3 | -2 | 4 | 0 | -1&8 | 1.3 | -9
41 | O=C(O)Cn1c(COc2ccc(Cl)cc2)nc2ccccc21 | -8 | 2 | -5 | 1 | -1 | -1 | 8 | -1 | -1.0 | -13
42 | CC(=O)N1CCN(C(=O)COc2ccc3oc4c(c3c2)CCCC4)CC1 | -9 | / | 6 | / | 2 | 2 | -2 | 9 | 1.2 | 2
43 | CCOC(=O)c1c(C)c(C(=O)NCCc2ccc(S(N)(=O)=O)cc2)c(C)n1CC | -4 | 19 | -23 | 2 | -1 | 1 | 1 | 2 | ? | -7
44 | Cc1ccc(NC(=O)N2CCC(C(=O)NCC(C)C)CC2)cc1 | 0 | 8 | 2 | 0 | -5 | -2 | 5 | -22 | -0.6 | -5
45 | O=S(=O)(NCCNS(=O)(=O)c1ccccc1)c1ccccc1 | 2 | -2 | 5 | 0 | -7 | -5 | -5 | -3 | ? | -10
46 | Cc1ccc(NC(=O)N2CCCCC2)cc1NC(=O)N1CCCCC1 | 4 | 13 | -10 | 1 | 10 | 3 | 0 | -17 | 3.5 | 13
47 | CC1=CCC(C(C)(C)NC(=O)c2ccccc2)C/C1=N\O (centres undefined) | 5 | / | -7 | -2 | -3 | -3 | 1 | / | -0.2 | 4
48 | CCN(CC)c1ccc(NC(=O)c2cnn(CC)c2)cc1 | -1 | 24 | 10 | 0 | -13 | -26 | -4 | 21 | 0.3 | -7
49 | CCn1nc(NS(=O)(=O)c2ccc(C)cc2)c2cc3ccccc3nc21 | -7 | -10 | 4 | 8 | -1 | -5 | -5 | -5 | -1.2 | 6
50 | O=C(CSCc1cccc(F)c1)NCc1ccccc1 | -2 | 8 | 10 | -2 | -4 | 0 | 1 | -7 | -1.2 | 1

Some of the entries so far, in transposed form.
12. Cc1csc2c(=O)sc(NC(=O)c3ccc(F)cc3)nc12
13. CC(=O)NCCNC(=O)C1Cc2c(-c3cccc(NC(C)=O)c3)ccnc2O1 (centres undefined)

| compound no. | 12 | 13 |
| --- | --- | --- |
| PrPC surface inh | 0 | 9 |
| VHR inh abs | -24 | / |
| CCHFV vOTU inh | -8 | -5 |
| 3CLpro inhibitor | 2 | / |
| Anthrax LF inh2 | -10 | 4 |
| BoNT F protease | -4 | 1 |
| Rv3671c inh | -8 | / |
| SSB-PriA inh | -4 | / |
| BoNT-A LC inh2 | -0.4 | 0.5 |
| MazEF act | 1 | / |

Continued:
| # | SMILES | PrPC surface inh | VHR inh abs | CCHFV vOTU inh | 3CLpro inhibitor | Anthrax LF inh2 | BoNT F protease | Rv3671c inh | SSB-PriA inh | BoNT-A LC inh2 | MazEF act |
| --- | --- | --- | --- | --- | --- | --- | --- | --- | --- | --- | --- |
| 51 | CCCn1c(C)cc(C(=O)CN2C(=O)c3ccccc3C2=O)c1C | -4 | / | 3 | / | 3 | -8 | 4 | -14 | -0.5 | -2 |
| 52 | COc1cccc(-c2c(C(=O)N/N=C(\C)c3cccs3)nnn2-c2nonc2N)c1 | 2 | 16 | 2 | -3 | -3 | -3 | -11 | / | 0.2 | 8 |
| 53 | CCS(=O)(=O)N1CCC(C(=O)NCc2cccs2)CC1 | -7 | -8 | -7 | -3 | -4 | -2 | -2 | 2 | -1.1 | 10 |
| 54 | COc1cc(/C=C2/SC(=S)N(CCC(=O)Nc3ccc(C(=O)O)cc3)C2=O)cc(OC)c1OC | 5 | 5 | 16 | 2 | 2 | 2 | -2 | -11 | 1.9 | -9 |
| 55 | CCN(CC)CCNC(=O)CCCCn1c(=S)[nH]c2c([nH]c3ccc(OC)cc32)c1=O | -9 | 0 | -13 | 3 | -6 | -4 | 2 | -10 | -0.6 | 1 |
